CendR NRP1 mod = modulators of CendR peptide binding to human neuropilin-1 | inhibition, % at 25 µM | FAM-RPARPAR peptide binding to NRP-1, fluorescence polarization | hit rate 0.85% among 360,000;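 active = inhibition or corrected inhibition above about 18%, plus a signal ratio from 0.5 to 1.5, limit read from the data, passing the limit was not always enough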; note: strong numbers were not always called active
Target sequence (O14786 whole entry, looked up): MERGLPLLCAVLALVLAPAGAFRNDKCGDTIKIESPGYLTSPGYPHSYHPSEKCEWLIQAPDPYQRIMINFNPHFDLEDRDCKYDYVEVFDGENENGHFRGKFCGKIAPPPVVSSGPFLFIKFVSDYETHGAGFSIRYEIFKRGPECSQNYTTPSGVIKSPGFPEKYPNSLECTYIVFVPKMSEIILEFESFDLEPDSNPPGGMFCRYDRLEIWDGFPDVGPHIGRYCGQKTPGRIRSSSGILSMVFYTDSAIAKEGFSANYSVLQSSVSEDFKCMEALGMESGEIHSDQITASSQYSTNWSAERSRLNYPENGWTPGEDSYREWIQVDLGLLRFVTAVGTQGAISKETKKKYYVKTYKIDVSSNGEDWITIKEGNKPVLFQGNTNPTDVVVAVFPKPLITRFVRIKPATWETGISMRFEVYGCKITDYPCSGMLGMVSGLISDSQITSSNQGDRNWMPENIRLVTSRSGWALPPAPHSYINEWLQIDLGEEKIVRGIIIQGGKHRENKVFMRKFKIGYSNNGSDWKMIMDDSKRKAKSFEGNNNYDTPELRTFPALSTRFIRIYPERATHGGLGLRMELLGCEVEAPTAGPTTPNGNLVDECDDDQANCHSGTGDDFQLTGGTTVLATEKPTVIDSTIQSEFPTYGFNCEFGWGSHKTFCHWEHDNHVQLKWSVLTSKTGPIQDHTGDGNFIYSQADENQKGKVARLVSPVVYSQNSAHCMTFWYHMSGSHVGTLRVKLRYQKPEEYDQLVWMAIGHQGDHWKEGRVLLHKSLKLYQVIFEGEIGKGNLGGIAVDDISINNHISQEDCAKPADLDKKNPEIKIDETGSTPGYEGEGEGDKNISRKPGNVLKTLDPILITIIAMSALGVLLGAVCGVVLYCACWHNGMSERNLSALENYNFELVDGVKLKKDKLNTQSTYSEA
LMPTP inh = blocks human LMPTP phosphatase | recombinant LMPTP-A, OMFP fluorogenic substrate, fluorescence intensity | inhibition, % at 20 µM | hit rate 0.22% among 360,000;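 active = compounds that cut the enzyme signal by at least half of the control window in the single-dose screen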;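 note: plate controls were DMSO wells with enzyme plus substrate for no effect and substrate without enzyme for full effect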
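Test system – LMPTP-A phosphatase enzyme · Quantity – 0.625 nM LMPTP-A final · Reagent – OMFP substrate, 400 µM final · Dosing – one test concentration per compound, 20 µM, with 3% DMSO overall · Timing – 50 min enzyme reaction at room temperature, protected from light · Detection – fluorescence intensity · Controls – substrate-only low control, DMSO enzyme-plus-substrate high control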
Tb MetRS inh = Trypanosoma brucei MetRS inhibition; purified T. brucei MetRS, ATP depletion, Kinase-Glo luminescence; inhibition, % at 11.9 µM; hit rate 0.4% among 360,000; AID 624268;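 active = inhibition above a per-plate cutoff of the control wells' mean inhibition plus 3 SD, cut at about 5.5% in these data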;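 note: 0% = DMSO wells median and 100% = median of wells with control inhibitor compound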
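Material – parasite MetRS enzyme · Medium – HEPES-MgCl2-KCl buffer plus DTT, spermine, BSA, pyrophosphatase · Reagent – ATP, methionine and E. coli bulk tRNA substrates · Times – 15 min enzyme-compound preincubation, 2 h reaction, 10 min detection, 25 °C · Measured by – luminescence of leftover ATP · Evaluation – percent inhibition relative to median high and low control wells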
E coli Lon inh = inhibitors of E. coli Lon protease; P0A9M0; purified E. coli Lon protease, fluorescence polarization; inhibition, % at 7.94 µM; hit rate 0.42% among 360,000; in the data active = inhibition above about 13%, passing the limit was not always enough;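 note: 0% = enzyme with probe and DMSO and 100% = no enzyme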
SUMO1 PPI mod = SUMO1-SIM interaction modulation | P63165 | SUMO1 binding to a labelled peptide, TR-FRET, 1 h | AID 602429 | hit rate 0.33% among 360,000 | inhibition, % at 20 µM; in the data active = inhibition above about 37%
Target sequence (P63165 whole entry, looked up): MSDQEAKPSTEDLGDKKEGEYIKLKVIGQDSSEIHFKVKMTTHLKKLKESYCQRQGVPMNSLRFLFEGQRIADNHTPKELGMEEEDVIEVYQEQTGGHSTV
STEP block = inhibitors of human striatal-enriched phosphatase STEP; P54829; recombinant STEP, OMFP fluorogenic substrate, fluorescence; inhibition, % at 20 µM; hit rate 0.25% among 360,000; AID 588621;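 active = inhibition at 20 µM, scaled per plate between control wells, above about 37%, limit read from the data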;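 note: 0% = DMSO with enzyme and substrate and 100% = substrate only without enzyme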
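System: STEP phosphatase, cell-free reaction; Buffer or medium: Bis-Tris pH 6.0 buffer with DTT, detergent; Incubation: 20 min at room temperature, dark; Measured by: fluorescence, 480/540 nm.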
MsrA inh = inhibits bovine methionine sulfoxide reductase A; purified bovine MsrA, absorbance read-out; inhibition, % at 15.5 µM; hit rate 0.75% among 360,000; AID 651718; in the data active = inhibition above about 4.5%;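 note: 0% = vehicle wells with enzyme and 100% = reference inhibitor wells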
Scp-1 inhibitor = inhibitors of human Scp-1 phosphatase | Q9GZU7 | Recombinant Scp1, phosphopeptide, malachite green phosphate absorbance | inhibition, % at 20 µM | hit rate 0.88% among 340,000 | AID 493091;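 active = inhibition above about 50% at 20 µM, limit read from the data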;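 note: plate controls were DMSO wells with enzyme for no effect and wells lacking enzyme for full effect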
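Test system – truncated SCP-1 phosphatase (76-261aa) · Reagent – Phosphorylated 17-residue peptide substrate · Incubation – 45 min room-temperature reaction, 5 min colour, 30 min stabiliser · Detection – colorimetric phosphate reagent with accelerator and stabiliser, absorbance at 630 nm · Measure – % inhibition at 20 µM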
MsrA act = activates bovine MsrA enzyme; purified bovine MsrA, absorbance read-out; activation, % at 10.6 µM; hit rate 0.3% among 360,000; in the data active = activation above about 7.5%;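 note: 0% = vehicle and 100% = reference activator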
DNMT1 block = blocks human DNA methyltransferase DNMT1 | P26358 | DNMT1 molecular beacon, Hinp1I cleavage, fluorescence | inhibition (reported as % activation of signal), % at 10 µM | hit rate 0.83% among 360,000 | AID 588458; in the data active = inhibition above about 50%
The depositor's hits bear a star; · = not tested or not shown.

SMILES	CendR NRP1 mod	LMPTP inh	Tb MetRS inh	E coli Lon inh	SUMO1 PPI mod	STEP block	MsrA inh	Scp-1 inhibitor	MsrA act	DNMT1 block
COc1ccc(C(N)=S)cc1	-2	-1.7	-0.2	4	-4	-5	0.9	0	7	1
OCc1ccccc1OCCCN1CCC(Cc2ccccc2)CC1	0	1.3	-0.8	2	-4	5	0.2	-5	-4	0
Cc1ccc(N/N=C/c2cccnc2)cc1	1	-1.0	-0.5	0	-20	-5	0.5	-2	-3	-6
O=C(NN(c1ccccc1)c1ccccc1)c1ccc([N+](=O)[O-])o1	-9	1.3	-0.4	2	-2	-1	0.5	3	2	-4
Nc1n[nH]c(N)c1N=Nc1cccc(F)c1	-11	0.7	0.0	-10	-10	-4	4.0	-2	-3	-10
CCN(c1ccccc1)S(=O)(=O)c1ccc(Cl)c(NC(=O)CN2CCCCCC2)c1	0	0.8	0.1	2	-7	4	0.5	3	0	2
Cc1ccc(OCCSc2nc3ccccc3n2CC(=O)O)cc1C	-8	-1.7	-1.0	-7	3	4	-0.2	6	-5	0
Cc1cc(=O)[nH]c(SCCCOc2ccccc2Cl)n1	-8	-1.4	0.3	-11	2	1	0.1	-3	0	0
C/C(=N\O)C(=O)NCc1ccccn1	-9	-1.3	-0.5	1	2	2	-0.7	-6	-4	1
CCC(c1nnc(SCC(=O)Nc2c(F)cccc2F)n1Cc1ccccc1)N(C)C (centres undefined)	1	-1.7	-0.8	-5	-2	-3	-0.7	1	-2	0
O=C(c1cccs1)N1CCN(c2ccccc2)CC1	-6	-1.0	0.3	12	2	3	0.7	-5	-2	-1
C=C(Cl)COc1ccc2c(C)cc(=O)oc2c1	0	-1.4	0.5	2	2	4	0.1	-10	-3	1
CCc1ccc(-c2ccc(C(=O)C(F)(F)F)[nH]2)cc1	10	-0.6	-0.3	0	0	0	4.3	-15	-2	5
CC(=O)N1N=C(c2cccc(NS(C)(=O)=O)c2)CC1c1cccs1 (centres undefined)	12	1.1	0.1	-10	-5	-4	0.6	-9	-2	-1
CC1=C(C(=O)N(C)C)CC(CC(=O)NC2CC2)C(=O)N1Cc1ccccc1 (centres undefined)	7	1.0	-0.3	-7	0	-2	-0.9	·	-3	1
COc1ccc(CCNC(=O)CCNS(=O)(=O)c2cccc(Cl)c2)cc1OC	0	-0.2	-0.9	4	-3	1	-0.7	9	-5	0
Cc1cc(-c2ccn[nH]2)c(C)s1	2	-1.3	-0.9	-6	-1	3	0.1	5	-2	1
COc1cc(/C=C/CN2CCC(CO)(CC3CCCCO3)CC2)ccc1O (centres undefined)	-1	2.8	0.1	-4	6	0	1.1	-4	7	7
Cc1cccc(N(Cc2ccccc2)C(=O)c2ccc(C)c(S(=O)(=O)N3CCOCC3)c2)c1	0	0.8	0.0	-1	6	-2	-0.6	-9	0	-6
CC[n+]1c(C)n(-c2ccccc2)c2ccc(C(=O)OC)cc21	0	-2.0	0.0	-3	13	0	0.9	-2	-2	1
CC(=O)Nc1ccc(S(=O)(=O)N2CCN(C(=O)N3CCCCCC3)CC2)cc1	-3	-1.0	-0.7	1	0	0	-0.9	-11	-3	1
Cc1cc(NC(=O)COC(=O)[C@H](C)NC(=O)c2ccccc2)no1	4	-0.7	-0.1	-2	-1	1	0.0	-13	2	3
COC(=O)CCc1c(C)nc(N)[nH]c1=O	4	-1.1	0.1	6	-1	-3	0.7	-15	4	0
Cc1cccc(C)c1NC(=O)CN1C(=O)S/C(=C\c2cccn2-c2cccc(C(=O)O)c2)C1=O	-19	0.2	-1.2	3	-16	18	1.7	58*	-4	23
Cc1cc(/C=C2/SC(=S)N(c3cccc(C(F)(F)F)c3)C2=O)c(C)n1-c1cccnc1	-180	6.8	-0.4	-229	-13	2	·	2	-6	51*
Cc1nn(C)c(C)c1CN(C)C(=O)C1(C)CC1(Br)Br (centres undefined)	-1	-0.6	-0.3	-2	-6	-2	-0.6	-2	9.6*	6
O=c1[nH]c(=S)c2ncn(-c3ccccc3)c2[nH]1	-2	3.5	0.5	-10	-2	-2	4.0	-4	-5	-10
O=C(CSCc1ccc(Cl)cc1)Nc1ccc(S(=O)(=O)N2CCCCCC2)cc1	-6	2.9	-0.6	-24	2	-2	0.0	-10	1	-7
COc1ccc(Nc2nc3cc(-c4sccc4C)sc3c(=O)n2C)cc1OC	6	4.0	-0.1	-8	-17	-2	1.8	·	-1	-18
CCC(Sc1nc(C)cc(C)n1)C(=O)O (centres undefined)	8	-1.1	-1.3	4	-1	-5	0.9	-1	-2	-4
O=C(O)C1CCCN(S(=O)(=O)Cc2ccccc2)C1 (centres undefined)	8	-1.3	0.1	10	0	-2	-0.8	-1	-2	-1
CNc1ncnc2c1ncn2[C@H]1CN(CCN2CCOCC2)C[C@@H](CO)O1	2	0.3	-0.1	2	-3	0	-0.2	·	-1	5
C#CCN1C(=O)S/C(=C\c2ccc(-c3ccc(Cl)c(C(=O)O)c3)o2)C1=O	-51	0.3	-0.8	-15	-1	14	1.7	38	-7	14
OC(CN1C2=NCCCN2c2ccccc21)c1ccc(Cl)cc1 (centres undefined)	5	-0.5	0.0	-3	5	1	-0.5	-6	-2	2
O=C(NCc1ccncc1)C(=O)N/N=C/c1ccccn1	-2	-1.4	-0.1	0	-1	-2	-1.4	-6	-3	1
CCc1cc2c(SCC(=O)N3CC(=O)Nc4ccccc43)ncnc2s1	-12	-0.5	-0.3	-1	9	1	-0.2	-9	-2	-4
COCn1ccnc1C(=O)c1ccco1	1	-0.9	0.2	-10	-5	-2	2.3	·	-6	5
O=C(COc1ccc(Br)cc1)Nc1ccccc1C(=O)N1CCOCC1	8	1.7	0.2	1	-2	-3	-0.4	-3	-4	3
CC(=O)N(c1ccc2oc(=O)sc2c1)S(=O)(=O)c1cccc2cccnc12	14	-1.1	-0.1	7	5	2	-0.6	-8	1	-1
CCN1CCN(c2cc(C)c3cc(NC(=S)N4CCCC(C)C4)ccc3n2)CC1 (centres undefined)	19	3.5	0.1	-8	-8	1	0.4	-2	0	17
C/C(=N/NC(=O)c1ccoc1C)C12CC3CC(CC(C3)C1)C2	3	-0.3	-0.6	-3	1	3	1.6	-10	-1	-1
CCOC(=O)C1=CN(Cc2ccc(OC)cc2)C=C(C(=O)OCC)C1c1cccs1	25	1.9	0.0	-4	-3	3	0.7	-7	-7	-9
O=C(CCc1ccc(S(=O)(=O)NCCc2ccccc2)cc1)NCc1ccc2c(c1)OCO2	5	0.3	-0.2	-2	-1	4	-0.1	-10	-4	-2
CCc1nc2c(OCc3cc(Cl)cc(Cl)c3)cccn2c1N(C)C(=O)c1ccc(C)cc1	22	17	-0.3	2	1	10	1.7	·	-2	-16
CC(C)OC(=O)c1sc2nc3c(cc2c1N)C(=O)CCC3	-9	0.7	-0.2	1	-6	-2	-0.8	-2	-4	1
O=C(c1ccccc1)C1CCN(C(=O)C2CCC(=O)N(Cc3cccc(F)c3)C2)CC1 (centres undefined)	5	-0.1	0.8	-3	-1	-2	-0.9	-3	-1	2
O=C1COc2ccc(S(=O)(=O)N3CCC(C(=O)NCc4ccc(F)cc4)CC3)cc2N1	-6	0.5	0.4	-2	4	1	-0.8	-5	0	1
Cc1ccc(NC(=O)N2CCN(S(=O)(=O)c3ccccc3)CC2)cc1	-1	0.4	-0.7	2	2	4	0.2	-5	-2	-1
COc1ccccc1CNC(=O)C(=O)NCC1CCCN1S(=O)(=O)c1cc(C)ccc1C (centres undefined)	-5	0.8	-0.2	-1	-2	-3	-0.7	·	-2	4
CCCS(=O)c1nc(C)cc(C)c1S(C)(=O)=O (centres undefined)	-3	2.5	-1.3	-7	0	3	-0.2	4	-11	0
CC1(C)CC(NC(=O)C2CCN(S(=O)(=O)c3cccc(C(F)(F)F)c3)CC2)CC(C)(C)N1	-2	-1.1	0.0	-17	-1	1	0.0	-7	-1	5
CCOC(=O)c1ccc(NC(=O)c2c(C)[nH]c(C(=O)OCC)c2C)cc1	0	1.4	-0.3	-2	3	0	-0.4	5	-2	-12
Cn1c(NC(=O)c2cc(Cl)ccc2Cl)cc(=O)n(C)c1=O	12	-2.0	0.1	-4	6	1	0.1	-10	-2	2
CC(=O)Nc1nonc1NC(=O)c1ccc(F)cc1	19	-1.9	-0.8	-7	1	2	0.8	-2	-1	0
Clc1ccc(Cc2noc(-c3cccs3)n2)cc1	-14	2.2	-0.5	-7	-2	-2	0.8	-15	-3	-7
CCOC(=O)C1CCCN(C2=NC(=O)/C(=C/c3ccc(O)c(OC)c3)S2)C1 (centres undefined)	-68	0.7	-0.8	-278	-25	-1	3.2	-10	0	5
Clc1ccccc1-c1nnc2n1-c1ccccc1SC2	5	-0.7	-0.5	1	6	3	0.0	-4	-1	0
Cc1ccc(/C=C/C(=O)OCC(=O)NC(=O)NCc2ccccc2)cc1	-4	-0.8	-0.3	-8	0	-1	-1.4	-7	0	14
Cc1onc(-c2ccccc2)c1C(=O)N(CC(C)C)c1c(N)n(CC(C)C)c(=O)[nH]c1=O	2	-0.6	-0.4	5	1	1	-0.3	-4	-1	2
O=C1OC[C@H]2CCCN2C(=O)[C@@H](CC(=O)N(CCO)Cc2ccccc2)C/C=C\CC[C@H]1Cc1ccc(F)cc1	4	0.9	-0.1	0	3	-2	-1.2	-4	-1	-3
CCN1CCCC1Cn1cnc2c([nH]c3ccc(Cl)cc32)c1=O (centres undefined)	7	0.2	10*	-12	5	8	2.6	-11	-3	6
O=C(COC(=O)C1CC1)Nc1ccc(Cl)cn1	0	-2.6	-0.5	-4	4	4	2.0	12	-5	-4
COc1ccc(N2CCN(C(=O)CCCC3=NS(=O)(=O)c4ccccc4N3)CC2)cc1	12	-0.3	0.4	6	-2	-1	0.6	5	0	-2

Complete entries, quoted from the list. Screens in order: CendR NRP1 mod | LMPTP inh | Tb MetRS inh | E coli Lon inh | SUMO1 PPI mod | STEP block | MsrA inh | Scp-1 inhibitor | MsrA act | DNMT1 block
`C#CCN1C(=O)S/C(=C\c2ccc(-c3ccc(Cl)c(C(=O)O)c3)o2)C1=O` is entered as -51 | 0.3 | -0.8 | -15 | -1 | 14 | 1.7 | 38 | -7 | 14
`O=C1OC[C@H]2CCCN2C(=O)[C@@H](CC(=O)N(CCO)Cc2ccccc2)C/C=C\CC[C@H]1Cc1ccc(F)cc1` is entered as 4 | 0.9 | -0.1 | 0 | 3 | -2 | -1.2 | -4 | -1 | -3
`O=C(COC(=O)C1CC1)Nc1ccc(Cl)cn1` is entered as 0 | -2.6 | -0.5 | -4 | 4 | 4 | 2.0 | 12 | -5 | -4
`O=C(NN(c1ccccc1)c1ccccc1)c1ccc([N+](=O)[O-])o1` is entered as -9 | 1.3 | -0.4 | 2 | -2 | -1 | 0.5 | 3 | 2 | -4

Assay outcomes deposited in PubChem BioAssay by several laboratories.
